TNAP activators = human TNAP enzyme activators, primary screen, biochemical, luminescent, no phosphate acceptor, uHTS (AID 1001); Alkaline phosphatase, tissue-nonspecific isozyme (Homo sapiens); one-dose activation fold at 20 µM; EC50 in µM for titrated hits; purified TNAP, luminescent activation assay, no phosphate acceptor; higher activation fold means a stronger effect; actives 0.03% (n = 200,000); in the data active = activation fold from about 3, or a potency from the dose series; inactive = the rest, 99 in 100 with activation fold below about 1.6; note: many of its hits are not listed in these tables
PMI inhibition = human PMI inhibitors, high substrate, primary screen, biochemical, fluorescence intensity, high mannose 6-phosphate (AID 1220); Mannose-6-phosphate isomerase (Homo sapiens); recombinant PMI enzyme, coupled fluorescence intensity; higher % means a stronger effect; one-dose inhibition, % at 20 µM; IC50 in µM for titrated hits; actives 0.66% (n = 190,000)
NOD1 NF-kB reporter = NOD1 signaling inhibitors, primary screen, cell-based, luminescence, uHTS (AID 1578). NOD1-driven NF-kB luciferase reporter cells, luminescence; higher % means a stronger effect. inhibition, % at 4 µM, or EC50 in µM where a hit was titrated. actives 1% (n = 290,000); in the data active = inhibition mostly above about 36%, no sharp cut-off; inactive = mostly below about 34%;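 note: HEK-293T reporter cells stimulated with the NOD1 agonist gamma-tri-DAP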
human PMI inhibition = inhibitors of human PMI, primary screen, biochemical, fluorescence intensity, coupled assay (AID 1209); purified PMI enzyme, coupled fluorescence intensity; higher % means a stronger effect; actives 0.42% (n = 190,000); Mannose-6-phosphate isomerase (Homo sapiens); inhibition, % at 20 µM, or IC50 in µM where a hit was titrated;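 note: plate controls were DMSO vehicle for no effect and wells lacking substrate for full effect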
LYP inhibition = inhibitors of LYP phosphatase, biochemical, fluorescence intensity, uHTS (AID 1779) | actives 0.054% (n = 290,000) | recombinant LYP phosphatase, fluorescence intensity; higher % means a stronger effect | inhibition, % at 11.5 µM; hits with a dose series show IC50 in µM | Tyrosine-protein phosphatase non-receptor type 22 (Homo sapiens);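 note: plate controls were vehicle with enzyme for no effect and no enzyme for full effect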
KOR beta-arrestin-1 = KOR antagonists, beta-arrestin recruitment, cell-based, luminescence, uHTS (AID 1778). Kappa-type opioid receptor (Homo sapiens). KOR beta-arrestin recruitment, luminescence, antagonist mode; higher % means a stronger effect. inhibition, % at 10 µM, or IC50 in µM where a hit was titrated. actives 0.091% (n = 290,000); note: strong numbers were not always called active
HEK293 NOD2/NF-kB = NOD2 signaling inhibitors, cell-based, luminescence, uHTS, HEK293 (AID 1566); inhibition, % at 4 µM, or EC50 in µM where a hit was titrated; HEK293 NOD2/NF-kB luciferase reporter, luminescence; higher % means a stronger effect; actives 0.63% (n = 290,000); note: many of its hits are not listed in these tables
KOR beta-arrestin-2 = KOR agonists, beta-arrestin recruitment, primary screen, cell-based, luminescence, uHTS (AID 1777); KOR beta-arrestin recruitment, luminescence; higher % means a stronger effect; activation, % at 10 µM; hits with a dose series show EC50 in µM; actives 0.02% (n = 280,000); in the data active = activation above about 50%, passing the limit was not always enough; note: a part of the inactive calls stands beside numbers as strong as those of hits
XIAP displacement = XIAP antagonists, biochemical, IAP family, fluorescence polarization (AID 1018). E3 ubiquitin-protein ligase XIAP (Homo sapiens). XIAP BIR domain, fluorescence polarization peptide displacement; higher % means a stronger effect. displacement, % at 20 µM, or IC50 in µM where a hit was titrated. actives 0.007% (n = 200,000); in the data active = displacement above about 50%; note: a part of the inactive calls stands beside numbers as strong as those of hits
The depositor's hits bear a star; x = no result given; [ ] = remark or other dose. Cut-off read from the data, not from the text of the source, unless noted: active = inhibition above about 50%; inactive = the rest. A portion of the library, so the mix of outcomes need not match the whole.

SMILES	TNAP activators	PMI inhibition	NOD1 NF-kB reporter	human PMI inhibition	LYP inhibition	KOR beta-arrestin-1	HEK293 NOD2/NF-kB	KOR beta-arrestin-2	XIAP displacement
COc1cccc(NC(=O)CN2CCCCCC2)c1	x	x	-25%	x	-13%	-19%[20 µM]	-9%	10%	x
O=C(NCCc1ccccc1)C(NS(=O)(=O)c1cccc2nsnc12)c1ccccc1 (configuration not stated)	1.1	12%	-16%	9%	-1%	6%	16%	4.2%	-2.9%
COc1ccc(/C=N/NC(=O)Nc2cccc3nsnc23)cc1OC	1.1	-2%	-35%	-5%	1%	-60%	21%	10%	-3.7%
COc1ccc(CNC(=O)C2CCCN2C(=O)NC2CCCCC2)cc1 (configuration not stated)	1	8%	10%	9%	-1%	13%	-3%	-0.4%	-3.6%
CC(=O)NCCc1nc2ccccc2n1Cc1cc(C)ccc1C	x	x	-13%	x	-6%	-12%	4%	1.5%	x
COC(=O)COc1ccc(S(=O)(=O)NCCC2=CCCCC2)cc1C	1.1	5%	17%	7%	-6%	15%	6%	-2.1%	-6.1%
Cc1cccc2cc(CN(CC3CCCO3)C(=O)c3ccco3)c(=O)[nH]c12 (configuration not stated)	1.1	9%	14%	6%	-11%	-2%	10%	-1.1%	-4.1%
COC(C/C=C/[C@H](O)COCc1ccccc1)OC	x	x	10%	x	-15%	4%	3%	1.7%	x
COc1ccccc1CC(=O)N1CCCC(CCC(=O)NCc2ccccc2F)C1 (configuration not stated)	x	x	-8%	x	-5%	7%	2%	2.4%	x
Cn1c(C(=O)O)c(CC(=O)Nc2ccc3c(c2)OCCO3)c2ccccc21	1.1	19%	7%	6%	1%	-14%	23%	-0.9%	0.9%
C=CCn1c(-c2ccc(OC)cc2)csc1=Nc1c(C)n(C)n(-c2ccccc2)c1=O	1.1	2%	6%	0%	-2%	-55%	16%	2.5%	-2.5%
CCc1cc(=O)oc2cc(C)cc(OC(=O)c3ccco3)c12	1	14%	-5%	17%	-4%	23%	13%	3.1%	-6.7%
Cc1ccc(Cl)cc1NC(=O)CC(O)(C(F)(F)F)C(F)(F)F	1.2	4%	12%	6%	2%	-9%	17%	-0.2%	0.6%
CC1CCc2c(nc3ncnn3c2N2CCN(c3ccccc3)CC2)C1 (configuration not stated)	1	-4%	-11%	-8%	3%	-6%	7%	0.1%	2.1%
O=C1c2ccccc2S(=O)(=O)N1Cc1c(F)cccc1Cl	x	x	-41%	x	-8%	-11%	-6%	10%	x
CCCN1CCN(CCCNC(=O)C2CCN(c3nnc(-n4c(C)ccc4C)s3)CC2)CC1	x	x	-29%	x	-12%	-35%	16%	0.2%	x
Cc1cccc(-n2cnc3cc(C(=O)N4CCCCC4)ccc32)c1	1.1	-7%	-46%	-1%	-15%	1%	-44%	-5.3%	-3.4%
O=C(NC(=S)NC1CCSC1=O)c1cccc([N+](=O)[O-])c1 (configuration not stated)	x	x	-36%	x	1%	-17%	-5%	1.3%	x
CCOC(=O)CCNC(=O)Nc1ccc2nc(C)n(Cc3cccc(Cl)c3)c(=O)c2c1	1	12%	-2%	18%	-2%	5%	7%	-0.1%	-5.3%
Cc1nn(-c2ccc(F)cc2)c(C)c1CN1CCN(CCc2ccccc2)C(CCO)C1 (configuration not stated)	1	-6%	-2%	1%	-11%	9%	14%	-3.8%	-2.3%

Quoted at random: 2 compounds from above.
SMILES	TNAP activators	PMI inhibition	NOD1 NF-kB reporter	human PMI inhibition	LYP inhibition	KOR beta-arrestin-1	HEK293 NOD2/NF-kB	KOR beta-arrestin-2	XIAP displacement
O=C1c2ccccc2S(=O)(=O)N1Cc1c(F)cccc1Cl	x	x	-41%	x	-8%	-11%	-6%	10%	x
O=C(NC(=S)NC1CCSC1=O)c1cccc([N+](=O)[O-])c1 (configuration not stated)	x	x	-36%	x	1%	-17%	-5%	1.3%	x

Further compounds follow.
SMILES	TNAP activators	PMI inhibition	NOD1 NF-kB reporter	human PMI inhibition	LYP inhibition	KOR beta-arrestin-1	HEK293 NOD2/NF-kB	KOR beta-arrestin-2	XIAP displacement
Cc1ccc(C2CC(c3ccccc3)n3ncnc3N2)cc1 (configuration not stated)	1.1	9%	-22%	12%	3%	-27%	-2%	1.2%	-4.7%
Cn1cc(/C=N/NC(=O)c2ccc(C#N)cc2F)c2ccccc21	1.2	0%	-22%	0%	0%	-4%	17%	-4.8%	-2.5%
CCOC(=O)c1c(N)sc(C(=O)N(CC)CC)c1C	1.1	-3%	-27%	3%	-4%	-12%	3%	-7.5%	-5.6%
Cc1ccccc1C(=O)Nc1ccc(C(=O)N/N=C/c2ccc(F)cc2)cc1	1	1%	8%	-2%	-4%	17%	1%	-4.0%	-8.2%
CC1(C)CC(=O)C2=C(C1)OC(N)=C(C#N)C2c1ccc2c(c1)OCO2 (configuration not stated)	x	x	-2%	x	-6%	-39%[20 µM]	2%	1.7%	x
COc1ccc(CNC(=O)c2cccc(NC3=NC4CS(=O)(=O)CC4S3)c2)cc1 (configuration not stated)	x	x	-19%	x	-10%	4%[20 µM]	0%	-5.1%	x
CC(NC(=O)Cn1cccc1C(=O)c1ccccc1)c1ccccc1 (configuration not stated)	x	x	3%	x	-12%	-42%	-10%	-1.4%	x
COc1ccc2[nH]c(C)c(CCN(Cc3cccs3)C(=S)Nc3ccccc3)c2c1	1.1	29%	9%	25%	0%	16%	10%	-3.4%	3.5%
CCCn1cc(S(=O)(=O)c2ccccc2)c(=O)c2cc(F)c(N3CCN(C)CC3)cc21	x	x	-13%	x	-14%	-28%	23%	-0.9%	x
O=C(N/C(=C\c1ccc2c(c1)OCO2)C(=O)N1CCOCC1)c1cccs1	1.2	8%	-14%	8%	-1%	-12%	2%	-3.9%	-0.5%

10 of these compounds in another layout:
The line under a structure holds: TNAP activators, PMI inhibition, NOD1 NF-kB reporter, human PMI inhibition, LYP inhibition, KOR beta-arrestin-1, HEK293 NOD2/NF-kB, KOR beta-arrestin-2, XIAP displacement
> Cc1ccc(C2CC(c3ccccc3)n3ncnc3N2)cc1 (configuration not stated)
 : 1.1, 9%, -22%, 12%, 3%, -27%, -2%, 1.2%, -4.7%
> Cn1cc(/C=N/NC(=O)c2ccc(C#N)cc2F)c2ccccc21
 : 1.2, 0%, -22%, 0%, 0%, -4%, 17%, -4.8%, -2.5%
> CCOC(=O)c1c(N)sc(C(=O)N(CC)CC)c1C
 : 1.1, -3%, -27%, 3%, -4%, -12%, 3%, -7.5%, -5.6%
> Cc1ccccc1C(=O)Nc1ccc(C(=O)N/N=C/c2ccc(F)cc2)cc1
 : 1, 1%, 8%, -2%, -4%, 17%, 1%, -4.0%, -8.2%
> CC1(C)CC(=O)C2=C(C1)OC(N)=C(C#N)C2c1ccc2c(c1)OCO2 (configuration not stated)
 : x, x, -2%, x, -6%, -39%[20 µM], 2%, 1.7%, x
> COc1ccc(CNC(=O)c2cccc(NC3=NC4CS(=O)(=O)CC4S3)c2)cc1 (configuration not stated)
 : x, x, -19%, x, -10%, 4%[20 µM], 0%, -5.1%, x
> CC(NC(=O)Cn1cccc1C(=O)c1ccccc1)c1ccccc1 (configuration not stated)
 : x, x, 3%, x, -12%, -42%, -10%, -1.4%, x
> COc1ccc2[nH]c(C)c(CCN(Cc3cccs3)C(=S)Nc3ccccc3)c2c1
 : 1.1, 29%, 9%, 25%, 0%, 16%, 10%, -3.4%, 3.5%
> CCCn1cc(S(=O)(=O)c2ccccc2)c(=O)c2cc(F)c(N3CCN(C)CC3)cc21
 : x, x, -13%, x, -14%, -28%, 23%, -0.9%, x
> O=C(N/C(=C\c1ccc2c(c1)OCO2)C(=O)N1CCOCC1)c1cccs1
 : 1.2, 8%, -14%, 8%, -1%, -12%, 2%, -3.9%, -0.5%

The list continues.
SMILES	TNAP activators	PMI inhibition	NOD1 NF-kB reporter	human PMI inhibition	LYP inhibition	KOR beta-arrestin-1	HEK293 NOD2/NF-kB	KOR beta-arrestin-2	XIAP displacement
Cc1ccccc1CCN(C(=O)c1csnn1)C(C(=O)NC1CCCC1)c1ccncc1 (configuration not stated)	x	x	2%	x	-12%	-38%	-27%	-0.2%	x
O=C(O)CCC(=O)Nc1ccccc1Oc1ccccc1	1.1	12%	-43%	3%	-3%	-22%	0%	-2.1%	-2.8%
CC(=O)c1c(C(C)=O)c(C)n(-c2cccc([N+](=O)[O-])c2)c1C	1.1	-5%	-27%	-5%	1%	-27%	-11%	0.7%	-8.1%
NS(=O)(=O)c1ccc(CCNC(=O)COC(=O)Cc2c(F)cccc2Cl)cc1	x	x	-35%	x	-8%	3%	4%	-4.6%	x
CCOC(=O)Cc1csc(NC(=O)c2c(O)c3ccccc3n(C)c2=O)n1	1.1	12%	-11%	8%	-8%	-13%	10%	17%	-2.3%
Cc1c(NC(=S)NC(=O)c2cccc([N+](=O)[O-])c2)c(=O)n(-c2ccccc2)n1C	x	x	-21%	x	-5%	-12%	12%	-2.8%	x
Cc1n[nH]c(=S)n1/N=C/c1ccc(Br)o1	1	-3%	x	1%	-1%	8%	-3%	-0.8%	-4.8%
COc1ccc(CNC(=O)C2CCC(CNc3c(N4CCOCC4)c(=O)c3=O)CC2)cc1 (configuration not stated)	1.2	6%	-14%	5%	-4%	-10%	-9%	-0.1%	-5.9%
CCN(CC)CCNC(=O)C(=O)NCC1OCCN1S(=O)(=O)c1ccc([N+](=O)[O-])cc1 (configuration not stated)	1.1	-2%	-26%	0%	-2%	40%	7%	6.3%	-6.4%
c1cncc(Nc2nc(-c3cccnc3)cs2)c1	1.1	13%	35%	6%	-4%	-17%	-57%	-2.1%	-16%
CCOC(=O)CN(C(=O)CSc1nnc(CNc2ccc(F)cc2)n1CC)c1ccc(F)cc1	1.1	-3%	-18%	3%	-8%	-1%	8%	1.4%	1.0%
O=C(CSc1n[nH]c(-c2ccccc2)n1)Nc1ccc(F)cc1F	x	x	-6%	x	-3%	-16%	21%	2.9%	x
Cc1ccc(C2/C(=C(\O)c3ccc4c(c3)OCCO4)C(=O)C(=O)N2CC2CCCO2)cc1 (configuration not stated)	x	x	-15%	x	-8%	-13%	10%	5.5%	x
Cc1ccc(CNC(=O)CSc2nc3c(sc4ccccc43)c(=O)n2CCCN2CCCC2)cc1	1.1	7%	-23%	-3%	-6%	-53%	12%	13%	-2.6%
CCCN(CCC)C(=O)Cn1c(=O)n(CCC(=O)NCCc2ccccc2)c(=O)c2ccccc21	1.2	-2%	-34%	2%	-2%	-10%	-3%	1.9%	-7.6%
Cc1ccc2cc(CN(CCO)Cc3nnnn3Cc3ccc(F)cc3)c(=O)[nH]c2c1	1	-13%	-1%	-17%	-3%	-11%	-18%	0.0%	-4.3%
CCO[C@@H]1OC(C(=O)N2CCOCC2)=C[C@H](c2cn(C(C)=O)c3ccccc23)[C@H]1CCCO	1	1%	0%	3%	1%	-2%	-8%	0.9%	-4.9%
COc1ccc(NC(=O)n2ncc3c(C)cccc32)cc1	x	x	1%	x	-7%	-14%	-67%	-5.6%	x
Cc1ccc2nc3c(c(Nc4ccc(O)cc4)c2c1)CCC3	x	x	8%	x	-7%	-12%	22%	-2.0%	x
CCCC1(c2ccccc2)NC(=O)N(CC(=O)Nc2sc(-c3ccccc3)cc2C(=O)OCC)C1=O (configuration not stated)	1.1	11%	19%	16%	-5%	-2%	1%	5.3%	-11%
Cc1ccc(C(C(=O)NC2CCCCC2)N(C(=O)Cc2c[nH]c3ccccc23)c2ccccc2)o1 (configuration not stated)	1	3%	8%	19%	4%	-4%	-4%	4.2%	-0.4%
O=[n+]1cc(-c2ccc(Cl)cc2)n([O-])c2c1CCC2	x	x	-4%	x	4%	4%	4%	-3.2%	x
